Screening data: PubChem BioAssay, National Center for Advancing Translational Sciences (NCATS)
FLuc inh: Photinus pyralis luciferase inhibition. P08659. purified P. pyralis luciferase, luminescence, biochemical. Potency, µM (titrated, usually from 115 µM), inactives show at the top dose activity change, negative = inhibition, most hits filed as inhibitors. 76,000 compounds, 2.5% hits; note: potency is the fitted concentration of half-maximal effect; nearly all actives have a fitted effect of over 65% in size
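Cell-free enzyme assay, 10nM P. pyralis luciferase, luciferin and ATP each at 10uM. Inhibition profiled over a 6-point titration, read as luminescence.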
NIH3T3 tox: cytotoxic compounds in NIH 3T3 cells | NIH 3T3 viability, CellTiter-Glo ATP luminescence, 48-72 h | 94,000 compounds, 4.3% hits | Potency, µM (titrated, usually from 96.7 µM), for the others: at the highest dose activity change, negative = cytotoxicity, usual class: inhibitors | AID 1345082; note: potency is the fitted concentration of half-maximal effect; nearly all actives have a fitted effect of over 55% in size
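Luminescent ATP readout (CellTiter-Glo, 10 min RT) after 48 or 72 hr compound exposure of NIH 3T3 cells seeded at 400 cells/well in 1536-well format; quantitative HTS.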
HEK cytotox: cytotoxic compounds in HEK 293 cells; HEK 293 viability, ATP luminescence (CellTiter-Glo), 48-72 h; Potency, µM (top dose mostly 115 µM), for inactives: at the highest dose activity change, negative = cytotoxicity, most hits filed as inhibitors; 94,000 compounds, 6.6% hits; AID 1345083; note: potency is the fitted concentration of half-maximal effect; nearly all actives have a fitted effect of over 60% in size
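Read-out: CellTiter-Glo ATP luminescence. Cells: HEK 293, 250 cells/well. Exposure: 48 or 72 hr, 37 degree Celsius.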
IP6K1 inh: inhibitors of human IP6K1 | IP6K1 kinase, ADP-Glo luminescence, 2 h; active compounds read low | activity change, % (series mostly up to about 58 µM) | 140,000 compounds, 0.81% hits | Q92551; in the data active = activity change below about -25%
Target sequence (Q92551 whole entry, looked up): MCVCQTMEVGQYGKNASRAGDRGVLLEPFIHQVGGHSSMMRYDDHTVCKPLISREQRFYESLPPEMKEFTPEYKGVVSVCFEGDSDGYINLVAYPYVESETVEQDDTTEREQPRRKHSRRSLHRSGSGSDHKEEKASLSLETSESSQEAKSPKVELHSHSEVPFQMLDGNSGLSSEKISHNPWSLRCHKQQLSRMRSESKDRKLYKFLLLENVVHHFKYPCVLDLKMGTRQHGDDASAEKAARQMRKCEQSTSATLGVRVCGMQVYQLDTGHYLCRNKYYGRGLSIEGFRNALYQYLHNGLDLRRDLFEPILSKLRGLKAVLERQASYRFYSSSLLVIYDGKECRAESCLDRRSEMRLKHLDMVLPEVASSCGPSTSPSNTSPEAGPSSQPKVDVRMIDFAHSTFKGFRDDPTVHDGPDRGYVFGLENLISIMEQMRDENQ
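ADP-Glo luminescence measures ADP made by human IP6K1 during a 2 h RT reaction with ATP/IP6 (mix at 1.3 mM/130 uM); top library doses 57.5 and 19.1 uM final.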
GPT2 inh: inhibitors of human GPT2 alanine aminotransferase | Q8TD30 | Recombinant GPT2, coupled pyruvate oxidase/HRP Amplex Red fluorescence | Potency, µM (top dose mostly 57.7 µM), for the others: at the highest dose activity change, negative = inhibition, hits mostly inhibitors | 100,000 compounds, 0.25% hits; note: potency is the fitted concentration of half-maximal effect; nearly all actives have a fitted effect of over 60% in size; many of its hits are not listed in these tables
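Inhibition is scored from Amplex Red fluorescence generated when pyruvate oxidase and HRP act on pyruvate released by GPT2. Reactions contain 10ng/uL enzyme, 250uM a-KG and 2mM L-alanine and run 30 min at room temperature.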
SNCA expr inh: reduces expression of the alpha-synuclein gene; HEK-293 SNCA-luciferase knock-in, luminescence, 24 h; Potency, µM (highest dose often 57.2 µM), for inactives: at the highest dose activity change, negative = inhibition, most hits filed as inhibitors; 140,000 compounds, 0.17% hits; AID 1671194;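 note: potency is the fitted concentration of half-maximal effect; plate controls were DMSO cells for no effect and cell-free wells for full effect; nearly all actives have a fitted effect of over 45% in size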
HEK293 viab: counter-screen for SNCA expression inhibitors: cell viability. Potency, µM (highest dose often 57.1 µM), without a hit: top-dose activity change, negative = cytotoxicity, most hits filed as cytotoxic. 150,000 compounds, 0.12% hits. AID 1671193. HEK-293-SNCA-luc viability, GF-AFC fluorescence, 24 h;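 note: potency is the fitted concentration of half-maximal effect; 0% = DMSO-treated cells and -100% = medium-only wells without cells; nearly all actives have a fitted effect of over 30% in size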
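HEK-293-SNCA-luc cells (1500/well) plated 24 h, then exposed 24 h to a dilution series; GF-AFC added 30 min at 37C, fluorescence 405/540 nm; normalised to medium-only and DMSO wells, Hill fit.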
The depositor's hits bear a star; i = inactive; u = inconclusive; x = not tested or not shown; [ ] = another dose, or the depositor's remark. Unless noted, calls come from the whole dose curve; as a rule, active = well fitted curve in the direction sought with a large enough effect; inconclusive = small, poorly fitted or top-dose-only effect, or another doubt; inactive = no such curve, though single readings can be large; an effect the other way counts as inactive or inconclusive. Unless noted, % is set by controls: 0 for no effect and ±100 for the full control effect.

1: O=C1[C@@H]2C[C@@H](CN2Cc2ccc(C(F)(F)F)cc2)Oc2ccccc2N1Cc1cccnc1
2: O=C(c1cccc(C(F)(F)F)c1)N1CCC(n2cnnc2C2CC2)CC1
3: c1cnn(CCC2CCN(c3ncncn3)CC2)c1
4: O=C1NC(=O)C(c2cn3c4c(cccc24)CCC3)C1c1c[nH]c2ccccc12 (configuration not stated)
5: Cn1ccnc1-c1ccc(N2CC[C@@]3(O)CCN(S(C)(=O)=O)C[C@H]3C2)nn1
6: COC(=O)c1ccccc1NC(=O)c1ccc(-c2nc(CSc3ccc(C)cc3)c(C)o2)cc1
7: COC[C@@H]1OC[C@@]2(C)C3CC[C@@H](O)[C@@H](CC(=O)N4CCC(C)CC4)[C@]3(C)CC[C@H]2O1 (some centres not stated)
8: Cc1cccc(-c2nc(Cn3c(-c4ccccc4)nc(C)c(CCO)c3=O)c(C)o2)c1

Screen / compound no.	1	2	3	4	5	6	7	8
FLuc inh	0%	0%	6%	x	-8%	x	-5%[172 µM]	3%
NIH3T3 tox	u	i	-8%	x	-4%	x	-16%[174 µM]	u
HEK cytotox	35µM*	10%	-4%	x	-12%	x	-2%[172 µM]	79µM*
IP6K1 inh	-5	-2	2	12	7	-11	-7	-5
GPT2 inh	4%	-9%	i	-10%	-23%	x	1%[88.5 µM]	i
SNCA expr inh	u	-14%	-25%	x	61%[activator]	1%	-15%[87.6 µM]	-17%
HEK293 viab	-19%	1%	-6%	-22%	-13%	0%	-2%[87.6 µM]	-11%

9: CCCNC(=O)[C@@H]1Cc2cn(Cc3cc(C)on3)c3cccc(c23)[C@H](CC(C)C)N1
10: OCc1ccc(-c2nc(C3CCOC3)nn2C2CCCCC2)cc1 (configuration not stated)
11: Cc1cnc(C)c(-c2cc(O)c3c(c2)CNCCO3)n1
12: COc1cccc(-c2cn3c(n2)NCCC3)c1
13: O=C(c1ccsc1)N1CCC(N2C(=O)C(O)C23CCCCC3)CC1 (configuration not stated)
14: COc1ccc(NC(=O)CCc2nc3cccnc3n2-c2ccccc2)cc1Cl
15: CCC1(CC)CC1C(=O)NCc1cc2c(nc1OC)CN(C1CCCC1)C2=O (configuration not stated)
16: Cc1c(O)nc(SCC(=O)Nc2ccc(Cl)cc2Cl)n(-c2ccc(F)cc2)c1=O

Screen / compound no.	9	10	11	12	13	14	15	16
FLuc inh	0%[172 µM]	2%	0%	-32%	0%	x	-2%	x
NIH3T3 tox	u	-14%	-12%	-10%	i	x	-26%	x
HEK cytotox	u	-4%	-6%	u	2%	x	u	x
IP6K1 inh	4	-4	17	1	-11	53	13	-27*
GPT2 inh	u	i	-8%	i	-1%	x	-30%	x
SNCA expr inh	-17%[87.6 µM]	16%	33%	7%	-8%	-11%	-24%	-3%
HEK293 viab	-4%[87.6 µM]	-1%	-22%	-4%	6%	-18%	-13%	16%

Rewritten with values under each structure: part of the list above.
Under each structure – FLuc inh	NIH3T3 tox	HEK cytotox	IP6K1 inh	GPT2 inh	SNCA expr inh	HEK293 viab
#9 CCCNC(=O)[C@@H]1Cc2cn(Cc3cc(C)on3)c3cccc(c23)[C@H](CC(C)C)N1
  0%[172 µM]	u	u	4	u	-17%[87.6 µM]	-4%[87.6 µM]
#10 OCc1ccc(-c2nc(C3CCOC3)nn2C2CCCCC2)cc1 (configuration not stated)
  2%	-14%	-4%	-4	i	16%	-1%

The listing continues:
17: Cc1cn2nc(C(=O)NCc3cccc(Cl)c3)cc2c(N2CCSCC2)n1
18: Cn1c(=O)n(C)c2cc(N3CCOCC3)c(NC(=O)c3c(F)cccc3F)cc21
19: CC(C)Oc1ccc(C(=O)NC2CCN(c3cn[nH]c(=O)c3)CC2)cc1
20: O=C(NCCC1=CCCCC1)c1ccc2c(c1)ncn2-c1cccc(Cl)c1
21: CCCCn1c(-c2ccc(C)cc2)c(C)n2c3c(=O)n(C)c(=O)n(C)c3nc12
22: CN(CCn1cc(-c2cncnc2)nn1)S(C)(=O)=O
23: COCC1CN(C)CC12CCN(Cc1ccc(Br)o1)CC2 (configuration not stated)
24: CCN1CCc2c(sc(-n3cccc3)c2C(C)NC(=O)Nc2ccc(Br)cc2)C1 (configuration not stated)

Screen / compound no.	17	18	19	20	21	22	23	24
FLuc inh	1%	x	-14%	x	x	1%	-3%	x
NIH3T3 tox	u	x	-11%	x	x	-4%	-1%	x
HEK cytotox	u	x	u	x	x	-8%	i	x
IP6K1 inh	-12	2	1	2	2	0	14	31
GPT2 inh	-3%	x	1%	x	x	i	-11%	x
SNCA expr inh	-16%	u	-1%	226%[activator]	44%[activator]	-11%	-10%	1%
HEK293 viab	6%	3%	-4%	-8%	-3%	-5%	7%	-5%

Reformatted tab-delimited: entries from further up.
#	canonical_smiles	FLuc inh	NIH3T3 tox	HEK cytotox	IP6K1 inh	GPT2 inh	SNCA expr inh	HEK293 viab
9	CCCNC(=O)[C@@H]1Cc2cn(Cc3cc(C)on3)c3cccc(c23)[C@H](CC(C)C)N1	0%[172 µM]	u	u	4	u	-17%[87.6 µM]	-4%[87.6 µM]
10	OCc1ccc(-c2nc(C3CCOC3)nn2C2CCCCC2)cc1 (configuration not stated)	2%	-14%	-4%	-4	i	16%	-1%
11	Cc1cnc(C)c(-c2cc(O)c3c(c2)CNCCO3)n1	0%	-12%	-6%	17	-8%	33%	-22%
12	COc1cccc(-c2cn3c(n2)NCCC3)c1	-32%	-10%	u	1	i	7%	-4%
13	O=C(c1ccsc1)N1CCC(N2C(=O)C(O)C23CCCCC3)CC1 (configuration not stated)	0%	i	2%	-11	-1%	-8%	6%
14	COc1ccc(NC(=O)CCc2nc3cccnc3n2-c2ccccc2)cc1Cl	x	x	x	53	x	-11%	-18%
15	CCC1(CC)CC1C(=O)NCc1cc2c(nc1OC)CN(C1CCCC1)C2=O (configuration not stated)	-2%	-26%	u	13	-30%	-24%	-13%
16	Cc1c(O)nc(SCC(=O)Nc2ccc(Cl)cc2Cl)n(-c2ccc(F)cc2)c1=O	x	x	x	-27*	x	-3%	16%
17	Cc1cn2nc(C(=O)NCc3cccc(Cl)c3)cc2c(N2CCSCC2)n1	1%	u	u	-12	-3%	-16%	6%
18	Cn1c(=O)n(C)c2cc(N3CCOCC3)c(NC(=O)c3c(F)cccc3F)cc21	x	x	x	2	x	u	3%
19	CC(C)Oc1ccc(C(=O)NC2CCN(c3cn[nH]c(=O)c3)CC2)cc1	-14%	-11%	u	1	1%	-1%	-4%
20	O=C(NCCC1=CCCCC1)c1ccc2c(c1)ncn2-c1cccc(Cl)c1	x	x	x	2	x	226%[activator]	-8%
21	CCCCn1c(-c2ccc(C)cc2)c(C)n2c3c(=O)n(C)c(=O)n(C)c3nc12	x	x	x	2	x	44%[activator]	-3%

(listing goes on)
25: CCN1C(=O)C2CC3(CCN(C(=O)c4ccc(C)s4)CC3)CN2C1=O (configuration not stated)
26: CC(C)(C)c1nc(C(=O)N2CCCC2)n2ccccc12
27: Clc1ccc(C(c2ccccc2)c2c[nH]c3ccccc23)s1 (configuration not stated)
28: CS(=O)(=O)N(Cc1cccnc1)C1CN(C(=O)CCC2CCCC2)C1
29: N[C@H]1CCCN(C(=O)c2cnc(C34CC5CC(CC(C5)C3)C4)[nH]c2=O)C1
30: O=C(Cc1cccc(Cl)c1)N1CCN(c2ccnc3ccnn23)CC1
31: COCc1noc([C@@H]2CN(C(=O)C3CC=CCC3)C[C@H]2C(N)=O)n1 (some centres not stated)
32: COc1ccc(-c2cccc(C(=O)N3CCN(C(=O)c4ccccn4)CC3)c2)nn1
33: O=C(NCc1ccc(Cl)nc1)c1cnn2c1CN(C(=O)c1cccnc1)CC2
34: Cc1nc2c(c(-c3ccc(Cl)cc3)n1)CCN(C(=O)Cc1cccc(Cl)c1)CC2
35: Cc1ccc(NC(=O)Cn2c(=O)cc(-c3ccccc3)c3c(C)nn(C)c32)c(Cl)c1

Screen / compound no.	25	26	27	28	29	30	31	32	33	34	35
FLuc inh	-13%	x	x	-4%	-2%	x	-3%	x	x	1%	x
NIH3T3 tox	-14%	u	x	0%	-17%	u	-12%	i	-19%	u	x
HEK cytotox	-22%	u	x	-1%	-16%	u	-8%	-6%	i	u	x
IP6K1 inh	-6	-5	-8	3	-1	-1	22	2	18	7	22
GPT2 inh	-20%	4%[88.5 µM]	x	i	0%	i	i	x	i	-15%	x
SNCA expr inh	25%	u	u	-3%	1%	-12%	-11%	x	-20%	17%	4%
HEK293 viab	8%	-9%[87.6 µM]	9%	7%	10%	-12%	-10%	x	2%	-2%	10%
